AMA1-RON2 inh – AMA1-RON2 (P. falciparum) interaction inhibition; AlphaScreen AMA1-biotinylated RON2 peptide binding; Potency, µM (series often up to 58.2 µM), for the others: top-dose activity change, negative = inhibition, most hits filed as inhibitors; 360,000 compounds, 0.2% hits; AID 720542;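 note: potency is the fitted concentration of half-maximal effect; 0% = vehicle wells and -100% = peptide control; nearly all actives have a fitted effect of over 45% in size; some results filed as inactive show a strong effect at the top dose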
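AMA1 (3D7) with his tag at 25 nM final met compounds first, then biotinylated RON2 peptide at 25 nM; detection used donor plus acceptor beads, 10 µg/mL apiece, read by AlphaScreen after 30 min at room temperature.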
AmpC no deterg – inhibitors of E. coli AmpC beta-lactamase without detergent; P00811; AmpC nitrocefin hydrolysis, absorbance 480 nm, 0.0001% Triton; Potency, µM (top dose mostly 57.1 µM), for inactives: at the highest dose activity change, negative = inhibition, hits mostly inhibitors; 330,000 compounds, 0.52% hits; AID 485341;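 note: potency is the fitted concentration of half-maximal effect; plate controls were no compound for no effect and no enzyme for full effect; nearly all actives have a fitted effect of over 20% in size; some results filed as inactive show a strong effect at the top dose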
Target sequence (P00811 whole entry, looked up): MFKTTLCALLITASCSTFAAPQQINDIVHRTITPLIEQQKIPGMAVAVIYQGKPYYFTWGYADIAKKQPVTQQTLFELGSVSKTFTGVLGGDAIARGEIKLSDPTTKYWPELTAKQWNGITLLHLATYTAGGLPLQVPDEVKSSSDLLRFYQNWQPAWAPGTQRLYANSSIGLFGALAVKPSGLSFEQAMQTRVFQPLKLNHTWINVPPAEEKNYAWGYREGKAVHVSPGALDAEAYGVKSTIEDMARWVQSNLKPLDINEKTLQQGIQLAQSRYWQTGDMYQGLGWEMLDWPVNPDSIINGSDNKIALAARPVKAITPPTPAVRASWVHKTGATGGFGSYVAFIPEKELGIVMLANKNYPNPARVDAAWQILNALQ
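AmpC (5.3 nM in the dispensed reagent) in 20 mM phosphate pH 7.0 with 0.01% (detergent screen) or 0.0001% Triton X-100 was preincubated with compounds for 15 min at room temperature. Nitrocefin was then added from an 800 uM solution, and hydrolysis was followed at 480 nm.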
HCV inhibitor – inhibitors of hepatitis C virus infection | Huh7.5.1 HCVcc-Cre infection, luciferase reporter, 44 h | Potency, µM (series often up to 41.8 µM), without a hit: top-dose activity change, negative = inhibition, hits mostly inhibitors | 340,000 compounds, 3.4% hits | AID 651820; note: potency is the fitted concentration of half-maximal effect
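Compounds are dispensed onto cells plated 4 h earlier at 1,000 per well, with HCVcc-Cre virus (about 0.5 moi) added next. Following 44 h of culture, luminescent signal is measured for 15 sec after 15 min with substrate at room temperature.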
Tb PYK inh – blocks Trypanosoma brucei pyruvate kinase; Q57TT1; TbPYK enzyme, Kinase-Glo Plus ATP luminescence, 45 min; Potency, µM (doses to about 76.8 µM), for inactives: at the highest dose activity, negative = inhibition, most hits filed as inhibitors; 410,000 compounds, 0.12% hits; note: potency is the fitted concentration of half-maximal effect; nearly all actives have a fitted effect of over 50% in size
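Luminescence from Kinase-Glo Plus, added after a 45-minute room-temperature reaction, served as the end-point read-out. The enzyme and substrate were preincubated with compound before ADP (130 uM final) initiated turnover. Concentration-effect curves came from normalized qHTS data.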
HCMV inh – human cytomegalovirus inhibition; HFF cells, HCMV-luciferase reporter, 72 h; stronger effect = lower value; activity change, negative = inhibition, % at 57.5 µM; 410,000 compounds, 4.5% hits; AID 1259415; in the data active = activity change below about -60%; inconclusive = no clear call, values can overlap the other calls; inactive = above about -39%
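Luciferase read-out from HCMV-luciferase-infected HFFs (MOI 1 PFU/cell) 72 h post infection at 37C; compounds added after 16 h cell attachment; activity normalized between buffer-only basal and Salinomycin (10uM) inhibitor controls.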
LmPK inh – blocks Leishmania mexicana pyruvate kinase activity | purified LmPK, Kinase-Glo ATP luminescence, 1 h | 290,000 compounds, 0.37% hits | Q27686 | Potency, µM (doses to about 57.5 µM), for inactives: at the top dose activity change, negative = inhibition, most hits filed as inhibitors; note: potency is the fitted concentration of half-maximal effect
Target sequence (Q27686 whole entry, looked up): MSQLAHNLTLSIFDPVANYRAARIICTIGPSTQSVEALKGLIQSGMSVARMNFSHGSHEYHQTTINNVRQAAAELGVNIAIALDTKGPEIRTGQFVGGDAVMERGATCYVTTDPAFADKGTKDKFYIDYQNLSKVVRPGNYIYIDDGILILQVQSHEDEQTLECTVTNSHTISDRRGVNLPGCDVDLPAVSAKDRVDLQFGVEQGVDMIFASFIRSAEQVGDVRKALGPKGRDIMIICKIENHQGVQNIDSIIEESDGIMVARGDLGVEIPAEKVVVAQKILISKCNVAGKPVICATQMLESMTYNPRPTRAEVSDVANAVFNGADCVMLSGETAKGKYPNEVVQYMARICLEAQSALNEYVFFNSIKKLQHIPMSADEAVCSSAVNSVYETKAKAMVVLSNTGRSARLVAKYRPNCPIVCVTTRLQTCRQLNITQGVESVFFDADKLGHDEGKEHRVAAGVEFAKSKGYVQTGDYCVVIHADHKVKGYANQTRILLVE
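Screened at intermediate enzyme activity to detect both inhibitors and activators: LmPK at 0.1 nM, with a 0.5 nM enzyme column as activation reference. PEP 0.5 mM, ADP 0.1 mM; ATP detected by luminescence after 1 h.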
AmpC inh detg – blocks E. coli AmpC beta-lactamase in detergent assay | P00811 | AmpC hydrolysis of nitrocefin, absorbance 480 nm, 0.01% Triton | Potency, µM (doses to about 114 µM), inactives show top-dose activity change, negative = inhibition, actives largely listed as inhibitors | 370,000 compounds, 0.041% hits | AID 485294;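 note: potency is the fitted concentration of half-maximal effect; 0% = no-compound wells and -100% = no-enzyme wells; nearly all actives have a fitted effect of over 25% in size; some results filed as inactive show a strong effect at the top dose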
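AmpC (5.3 nM in the dispensed reagent) in 20 mM phosphate pH 7.0 with 0.01% (detergent screen) or 0.0001% Triton X-100 was preincubated with compounds for 15 min at room temperature. Nitrocefin was then added from an 800 uM solution, and hydrolysis was followed at 480 nm.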
Starred values were filed as active, the others as inactive; ? = inconclusive; nt = no result given; [ ] = remark or other dose. Unless noted, calls come from the whole dose curve; as a rule, active = well fitted curve in the direction sought with a large enough effect; inconclusive = small, poorly fitted or top-dose-only effect, or another doubt; inactive = no such curve, though single readings can be large; an effect the other way counts as inactive or inconclusive. Unless noted, % is set by controls: 0 for no effect and ±100 for the full control effect.

Preview:
Results follow in this order: AMA1-RON2 inh | Tb PYK inh | HCV inhibitor | AmpC no deterg | LmPK inh | AmpC inh detg | HCMV inh
#1 CN(C)S(=O)(=O)c1cc(NC(=O)COC(=O)/C=C/c2ccco2)ccc1Cl
→ 10% | -23% | 10% | ? | 8% | 1% | -9
#2 CCOC(=O)c1ccc(CSc2nnc(-c3ccncc3)n2N)cc1
→ -8% | -6% | -8% | nt | 2% | 2% | -11
#3 O=C(O)c1ccc(N/C(=N\S(=O)(=O)c2ccc(Cl)cc2)c2ccccc2)cc1
→ 7% | 4% | ? | -24% | -13% | 4% | 29

Main list (from the top)
Results follow in this order: AMA1-RON2 inh | Tb PYK inh | HCV inhibitor | AmpC no deterg | LmPK inh | AmpC inh detg | HCMV inh
#1 CN(C)S(=O)(=O)c1cc(NC(=O)COC(=O)/C=C/c2ccco2)ccc1Cl
→ 10% | -23% | 10% | ? | 8% | 1% | -9
#2 CCOC(=O)c1ccc(CSc2nnc(-c3ccncc3)n2N)cc1
→ -8% | -6% | -8% | nt | 2% | 2% | -11
#3 O=C(O)c1ccc(N/C(=N\S(=O)(=O)c2ccc(Cl)cc2)c2ccccc2)cc1
→ 7% | 4% | ? | -24% | -13% | 4% | 29
#4 CCCCCC(=O)N/N=C/c1cccs1
→ 1% | 2% | 10% | 0% | 2% | -10% | -4
#5 COc1ccc(CNC2c3ccccc3-c3ccccc32)cc1OC
→ ? | 2% | -5% | 38% | -8% | 1% | -14
#6 O=C(CCCn1c(SCC(=O)c2ccc(Cl)cc2)nc2ccccc2c1=O)NCc1ccco1
→ 5% | 4% | ? | -18% | 1% | 1% | -4
#7 CC1CCc2[nH]c3ccc(C(=O)N(C)CC(=O)Nc4ccccc4C(F)(F)F)cc3c2C1 (stereo not drawn)
→ -1% | -2% | -22% | 16% | nt | -6% | -88*
#8 Cc1ccc(OCCCC(=O)N(C)CC(=O)Nc2ccccc2Br)cc1
→ -11% | -3% | -1% | 60%[activator] | nt | ? | -17
#9 CCOc1cccc(C2CC(=O)Nc3cc(OC)c(OC)cc32)c1 (stereo not drawn)
→ -3% | -10% | ? | 3% | 4% | ? | -18
#10 COc1ccc(/C=N/n2c(SC)nnc2-c2ccccc2)c(OC)c1OC
→ -6% | 0% | ? | 68%[activator] | 7% | ? | ?
#11 COc1cc2c(cc1OC)CN(C(=O)c1ccc3nc[nH]c3c1)CC2
→ 1% | 2% | -13% | -9% | -5% | -3% | -2
#12 CCOC(=O)C1(CCCc2ccccc2)CCN(C2CCCC2)CC1
→ -2% | 1% | ? | 26% | 3% | 0% | ?
#13 CCOc1cc(/C=C2/C(=O)N(c3ccccc3)N=C2C)ccc1OC(=O)c1cccs1
→ 3% | 0% | 2% | -51% | 1% | -14% | 26
#14 CCC(c1nnnn1C1CCCC1)N(Cc1cccs1)Cc1cc2cccc(C)c2[nH]c1=O (stereo not drawn)
→ -3% | 0% | ? | 75%[activator] | 9% | -1% | -63*
#15 Cc1ccccc1CNC(=O)c1ccc2nc([C@@H]3O[C@H](CO)[C@H](O)[C@H](O)[C@H]3O)[nH]c2c1
→ 10% | -2% | nt | nt | nt | nt | 19
#16 O=C(Nc1ccc(N2CCN(Cc3ccccc3F)CC2)cc1)c1ccc([N+](=O)[O-])o1
→ -23% | 1% | ? | -1% | -5% | 2% | -100*
#17 NC(=O)c1cc(NC(=O)c2cc(Br)c(Br)s2)cc(C(N)=O)c1
→ -12% | -4% | 16% | -34% | -1% | 0% | -9
#18 CC(C)=CCC/C(C)=C/Cc1c(O)ccc(C(=O)/C=C/c2ccc(O)cc2)c1O
→ -13% | 0% | 25µM* | -46% | -2% | -2% | -24
#19 CC(C)C#Cc1ccc2c(c1)O[C@@H](CN(C)C(=O)c1cnccn1)[C@@H](C)CN([C@@H](C)CO)S2(=O)=O
→ 5% | -6% | nt | nt | nt | nt | -16
#20 O=C1NC(=O)C(=Cc2ccc(OCCOc3ccc([N+](=O)[O-])cc3)cc2)C(=O)N1
→ -3% | ? | -1% | -33% | -5% | -5% | 10
#21 C=C[C@]1(C)C=C2C(=O)C[C@H]3C(C)(C)CCC[C@]3(C(=O)O)[C@@]2(O)CC1
→ 0% | 0% | nt | nt | nt | nt | -10
#22 CCOC(=O)c1cncc(NC(=O)c2ccccc2)c1
→ -2% | -2% | ? | -16% | -3% | -11% | -2
#23 CCCCCCSc1nc(O)c(C2OC(=O)c3c2ccc(OC)c3OC)c(=O)n1CC (stereo not drawn)
→ -2% | -8% | -1% | -26% | 6% | -10% | 10
#24 CCN1C(=O)[C@H]2[C@@H](c3ccc(-c4cccc(Cl)c4)cc3)N[C@@](CC(C)C)(C(=O)OC)[C@H]2C1=O
→ -1% | 0% | 8% | -20% | nt | nt | 27
#25 CCOc1ccccc1CN1CCN(S(=O)(=O)CC)CC1
→ -9% | 2% | -27% | -18% | -4% | ? | 21
#26 CC1(CCc2ccccc2)NC(=O)N(Cc2cc([N+](=O)[O-])cc3c2OCOC3)C1=O (stereo not drawn)
→ 3% | -2% | -10% | 1% | 1% | ? | 11
#27 c1ccc(-c2csc(Nc3cccnc3)n2)cc1
→ 4% | 6% | ? | -19% | 2% | 5% | 96
#28 CCC(C(=O)N1CCN(c2cc(Cl)ccc2C)CC1)n1nc(C)c2sc3ccccc3c2c1=O (stereo not drawn)
→ nt | -4% | nt | nt | nt | 20% | 17
#29 COC(=O)c1ccc(C(=O)N(Cc2ccccc2)c2ccccc2)cc1
→ 14% | 3% | ? | 16% | -7% | 2% | 21
#30 N#CC1=C(N)Oc2c(c(=O)oc3ccccc23)C1c1ccc([N+](=O)[O-])o1 (stereo not drawn)
→ ? | -3% | 2% | -23% | 1% | 1% | 3
#31 COc1cc(/C=N/Nc2ccc(C(=O)O)cc2)ccc1O
→ 2% | -9% | -5% | -20% | 0% | 3% | 99
#32 CCOC(=O)N1CCN(c2nc3ccccn3c(=O)c2C=O)CC1
→ -10% | -10% | 7% | 9% | 1% | -6% | -7
#33 O=[N+]([O-])c1ccc(-c2nnc3n2CCCCC3)cc1
→ -9% | -3% | 6% | -7% | 0% | 4% | -11
#34 CCOC(=O)c1c(C)oc2nc(C)nc(NCc3ccc(OC)cc3)c12
→ nt | 0% | nt | nt | nt | 5% | -1
#35 O=C(NCc1ccccc1)C1=C[C@@H](C2CCCCC2)C[C@@H](OCCCCO)O1
→ 6% | -1% | ? | nt | nt | nt | -9
#36 O=C(CSC1=N/C(=C/c2ccco2)C(=O)N1c1ccc(OC(F)F)cc1)NC1CCS(=O)(=O)C1 (stereo not drawn)
→ -6% | 0% | 8% | -12%[11.4 µM] | -3% | -10% | -6
#37 COc1cccc(Cn2c(SCc3ccc(C(=O)N4CCCCC4)cc3)nc3ccncc32)c1
→ nt | -2% | nt | nt | nt | 0% | ?
#38 N#Cc1cccc(C(c2nnnn2CCc2ccccc2)N2CCN(C3CCCCC3)CC2)c1 (stereo not drawn)
→ 0% | -5% | ? | -6% | -6% | -6% | 37
#39 COc1ccccc1C1(O)CC2CCC(C1)N2S(=O)(=O)c1ccc(C(C)=O)cc1 (stereo not drawn)
→ 18% | 8% | 13% | 14% | 2% | ? | -10
#40 COc1ccc(N2CCN(C(=O)c3ccc(-c4nc5ccccc5s4)o3)CC2)cc1
→ -5% | -2% | 10% | -18% | nt | -13% | 14
#41 Cc1sc2nc(C(C)C)nc(SCC(=O)N3c4ccccc4CC3C)c2c1C (stereo not drawn)
→ 60%[activator] | -13% | ? | -24% | -1% | -12% | -20
#42 NS(=O)(=O)c1ccc(CCNc2nn3c(-c4ccc(F)c(Cl)c4)cnc3s2)cc1
→ -5% | -2% | nt | nt | nt | nt | -75*
#43 C[C@H](CO)N1C[C@H](C)[C@@H](CN(C)S(=O)(=O)c2ccccc2)Oc2c(NC(=O)C3CCCCC3)cccc2C1=O
→ 11% | -2% | ? | 182%[activator] | nt | nt | -17
#44 CCN(CC)c1ccc(/C=N/NC(=O)C(O)(c2ccccc2)c2ccccc2)o1
→ nt | nt | 9% | -23% | -1% | -2% | nt
#45 COc1ccc(C(C(=O)NC2CCCCC2)N(C(=O)c2sc(C)nc2C)c2ccccc2)cc1 (stereo not drawn)
→ 28% | -2% | 5% | 1% | 3% | ? | -8
#46 O=C(CCNC(=O)c1ccccc1Cl)NCC(c1ccc(F)cc1)N1CCOCC1 (stereo not drawn)
→ 18% | 0% | ? | -6% | nt | -16% | -16
#47 O=S(=O)(NCC(Nc1ccccc1)c1ccccc1)c1ccc(Cl)cc1 (stereo not drawn)
→ 10% | -5% | ? | -32% | -2% | -5% | -25
#48 CC(C)C(=O)Nc1ccc(NC(=S)NC(=O)c2ccccc2F)cc1
→ 10% | -15% | ? | -2% | 10% | -1% | 53
#49 Cc1ccc2c(n1)CC(C)(C)CC2=O
→ 26% | 0% | 11% | -20% | -2% | ? | 76
#50 Cc1ccc(-c2cc(C(F)F)nc(NCc3cccs3)n2)cc1
→ 19% | 13% | ? | -14% | -1% | ? | 28

A few values from above.
Reading of #49 in HCV inhibitor: 11%
Reading of #46 in AMA1-RON2 inh: 18%

Later entries.
Results follow in this order: AMA1-RON2 inh | Tb PYK inh | HCV inhibitor | AmpC no deterg | LmPK inh | AmpC inh detg | HCMV inh
#51 Cc1cc(=O)[nH]c2ccc(S(=O)(=O)Nc3ccccc3)cc12
→ -1% | -1% | 4% | -24% | 1% | 3% | 61
#52 CC(C)C(=O)Nc1ccc(C(=O)N/N=C/c2cc(Br)cc(Br)c2O)cc1
→ -22% | -6% | ? | -18% | 9% | -7% | -78*
#53 Cc1cc(C(=O)COC(=O)c2csc3c2CCCC3)c(C)n1C
→ -5% | -2% | ? | -29% | 2% | ? | -8
#54 FC(F)Oc1ccc(NC(=S)NCc2cccnc2)cc1
→ -12% | -2% | -19% | -19% | 7% | -10% | -4
#55 CCN1CCN(c2nc(-c3ccccc3)c3ccccc3n2)CC1
→ -21% | -1% | ? | 106%[activator] | 9% | ? | -24
#56 O=C(NCc1ccc2c(c1)OCO2)Nc1cccc(Cl)c1
→ -3% | 5% | -24% | -44% | 3% | 18% | 35
#57 CC(C)NC(=O)CSc1nnc(C2CC2)n1-c1ccccc1
→ 12% | 1% | 7% | -5% | -5% | ? | -26
#58 CCCNC(=O)CN1C(=O)c2cccnc2Sc2ccccc21
→ nt | -4% | nt | nt | nt | -2% | 34
#59 Cc1nn(Cc2ccccc2)c(C)c1NC(=O)c1cc2nc(-c3ccco3)cc(C(F)(F)F)n2n1
→ 8% | 0% | ? | 146%[activator] | 2% | 6% | 4

Screens as filed in PubChem.
